Assay outcomes (PubChem BioAssay)
C diff HTS = inhibitors of Clostridium difficile growth | Clostridium difficile clinical isolate growth, OD600, 24 h; stronger effect = lower value | growth activity, negative = inhibition, % at 16 µg/mL (by protocol) | hit rate 0.25% among 86,000 | AID 1259249;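 active means mean growth activity at or below -80% and every replicate also at or below -80%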;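 further: 0% = DMSO wells and -100% = levofloxacin 16 µg/mL wells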
Pf Dd2 growth = inhibitors of Plasmodium falciparum Dd2 growth; P. falciparum Dd2 growth, SYBR Green, 72 h; stronger effect = lower value; activity change, % at 10 µM; hit rate 2.3% among 94,000; in the data active means activity change below about -80%
KDM4C inh = blocks human GASC-1 (KDM4C) demethylase activity. Q9H3R0. GST-KDM4C 2-372, H3K9me3 peptide, LANCE TR-FRET. inhibition, % at 12.5 µM. hit rate 0.15% among 96,000. AID 720574;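 active means mean replicate inhibition above about 25%, with at least 55% of replicates also reaching it, limit read from the data, passing the limit was not always enough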
Target sequence (Q9H3R0 2-372 limits assumed): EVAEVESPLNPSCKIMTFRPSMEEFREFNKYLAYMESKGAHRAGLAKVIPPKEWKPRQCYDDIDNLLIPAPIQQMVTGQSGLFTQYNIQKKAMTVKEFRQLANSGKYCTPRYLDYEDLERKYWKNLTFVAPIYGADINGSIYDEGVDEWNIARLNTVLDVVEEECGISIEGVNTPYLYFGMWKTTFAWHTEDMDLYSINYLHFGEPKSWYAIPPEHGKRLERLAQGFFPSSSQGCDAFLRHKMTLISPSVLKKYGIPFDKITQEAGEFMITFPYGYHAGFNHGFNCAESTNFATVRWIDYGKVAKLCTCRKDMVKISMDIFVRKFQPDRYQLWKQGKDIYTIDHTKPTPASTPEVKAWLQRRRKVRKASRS
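System – N-terminal GST-fused human GASC-1 (KDM4C) fragment, residues 2-372 · Input – enzyme final amount 10 nM · Technique – LANCE TR-FRET, Eu antibody, ULight-streptavidin, EDTA, ex 340 nm, em 618/671 nm · Medium – HEPES buffer, pH 7.5, plus ascorbate · Incubation – enzyme reaction 30 min, then detection 60 min, both room temperature · Reagent – H3K9me3 peptide with Fe(II)/2OG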
* hit, by the source's call; x = not tested or not shown.

No. | structure | C diff HTS | Pf Dd2 growth | KDM4C inh
1 | CO[C@H]1CN(C)C(=O)c2cc(NC(=O)C3CC3)ccc2OC[C@H](C)N(Cc2nccs2)C[C@@H]1C | x | x | 2.9
2 | CCCN1C[C@H](C)[C@@H](OC)CN(C)C(=O)c2ccc(NC(=O)C3CC3)cc2OC[C@@H]1C | x | x | -0.7
3 | C[C@@H]1CN([C@@H](C)CO)C(=O)Cc2cc(NC(=O)Nc3cccc4ccccc34)ccc2O[C@@H]1CN(C)Cc1ccc(C(F)(F)F)cc1 | x | x | -2.4
4 | COc1ccc(S(=O)(=O)Nc2ccc3c(c2)CC(=O)N([C@@H](C)CO)C[C@H](C)[C@@H](CN(C)S(=O)(=O)c2ccc(F)cc2)O3)cc1 | x | x | 1.0
5 | CO[C@@H]1CN(C)C(=O)c2ccc(NC(=O)C3CCCC3)cc2OC[C@@H](C)N(CC2CC2)C[C@H]1C | x | x | 0.9
6 | Cc1ccc(S(=O)(=O)Nc2cccc3c2O[C@H](CN(C)C(=O)Nc2cccc4ccccc24)[C@H](C)CN([C@H](C)CO)C3=O)cc1 | x | x | -0.3
7 | CO[C@H]1CN(C)C(=O)c2cc(NC(=O)C3CCCC3)ccc2OC[C@H](C)N(CC2CC2)C[C@@H]1C | x | x | -0.5
8 | CO[C@@H]1CN(C)C(=O)c2cc(NC(=O)C3CCCC3)ccc2OC[C@H](C)N(CC2CC2)C[C@@H]1C | x | x | 0.7
9 | COc1ccc(S(=O)(=O)Nc2cccc3c2O[C@H](CN(C)S(=O)(=O)c2ccc(F)cc2)[C@H](C)CN([C@H](C)CO)C3=O)cc1 | x | x | -0.4
10 | COc1ccc(S(=O)(=O)N(C)C[C@@H]2Oc3c(NC(=O)Nc4ccccc4)cccc3C(=O)N([C@@H](C)CO)C[C@H]2C)cc1 | x | x | -2.1
11 | CO[C@H]1CN(C)C(=O)c2cc(NC(=O)C3CC3)ccc2OC[C@@H](C)N(C(=O)c2ccccc2)C[C@@H]1C | x | x | 1.0
12 | CO[C@H]1CN(C)C(=O)c2cc(NC(=O)C3CC3)ccc2OC[C@@H](C)N(CC2CC2)C[C@@H]1C | x | x | -0.4
13 | CO[C@@H]1CN(C)C(=O)c2ccc(NC(=O)C3CCCC3)cc2OC[C@H](C)N(C(C)=O)C[C@@H]1C | x | x | -1.0
14 | CCC(=O)N1C[C@H](C)[C@H](OC)CN(C)C(=O)c2ccc(NC(=O)C3CC3)cc2OC[C@H]1C | x | x | 0.4
15 | Cc1noc(C)c1S(=O)(=O)N(C)C[C@H]1OCCCC[C@H](C)Oc2ccc(NC(=O)NC3CCCCC3)cc2C(=O)N([C@H](C)CO)C[C@H]1C | x | x | 0.9
16 | COc1ccc2c3c([nH]c2c1)[C@H](CO)N(Cc1ccc(F)cc1)CC31CN(C(=O)NC(C)C)C1 | x | 22 | x
17 | COc1ccc2c3c([nH]c2c1)[C@H](CO)N(S(=O)(=O)c1cn(C)cn1)CC31CCN(Cc2ccccc2Cl)CC1 | x | 37 | x
18 | COc1ccc2c3c([nH]c2c1)[C@H](CO)N(C(=O)C1CCOCC1)CC31CN(C)C1 | x | 29 | x
19 | COc1ccc2c3c([nH]c2c1)[C@H](CO)NCC31CCN(C(=O)Nc2ccc(F)cc2)CC1 | x | 17 | x
20 | COCC(=O)N1CC2(CN(Cc3ccccc3Cl)C2)c2c([nH]c3cc(OC)ccc23)[C@H]1CO | x | 5 | x
21 | COc1ccc2c3c(n(C)c2c1)[C@@H](CO)NCC31CCN(Cc2ccc(Cl)cc2)CC1 | x | 0 | x
22 | CO[C@@H]1CN(C)C(=O)c2cc(NC(=O)c3cc(C)on3)ccc2OC[C@@H](C)N(S(=O)(=O)c2cccc(F)c2)C[C@H]1C | x | -63 | x
23 | COc1ccc2c3c([nH]c2c1)[C@H](CO)NCC31CN(S(=O)(=O)c2ccccc2)C1 | x | 26 | x
24 | COc1ccc2c3c([nH]c2c1)[C@@H](CO)N(C(=O)c1cccc(F)c1)CC31CN(S(=O)(=O)c2cccs2)C1 | x | -21 | x
25 | COc1ccc2c3c(n(C)c2c1)[C@H](CO)N(C)CC31CCN(S(=O)(=O)c2cn(C)cn2)CC1 | x | -12 | x
26 | CCCNC(=O)N1CC2(CN(C(=O)c3cccnc3)C2)c2c([nH]c3cc(OC)ccc23)[C@H]1CO | x | -3 | x
27 | COc1ccc2c3c([nH]c2c1)[C@@H](CO)N(C(=O)c1ccccc1)CC31CCN(C(=O)Nc2cccc(F)c2)CC1 | x | 12 | x
28 | COc1ccc2c3c([nH]c2c1)[C@@H](CO)N(C(=O)c1ccc(F)cc1)CC31CCN(C)CC1 | x | 56 | x
29 | COc1ccc2c3c(n(C)c2c1)[C@H](CO)N(C)CC31CCN(S(C)(=O)=O)CC1 | x | 11 | x
30 | COc1ccc2c3c(n(C)c2c1)[C@@H](CO)NCC31CCN(Cc2ccc(F)cc2)CC1 | x | 13 | x

6 records picked at random from the list so far, as already listed:
No. | structure | C diff HTS | Pf Dd2 growth | KDM4C inh
18 | COc1ccc2c3c([nH]c2c1)[C@H](CO)N(C(=O)C1CCOCC1)CC31CN(C)C1 | x | 29 | x
27 | COc1ccc2c3c([nH]c2c1)[C@@H](CO)N(C(=O)c1ccccc1)CC31CCN(C(=O)Nc2cccc(F)c2)CC1 | x | 12 | x
28 | COc1ccc2c3c([nH]c2c1)[C@@H](CO)N(C(=O)c1ccc(F)cc1)CC31CCN(C)CC1 | x | 56 | x
21 | COc1ccc2c3c(n(C)c2c1)[C@@H](CO)NCC31CCN(Cc2ccc(Cl)cc2)CC1 | x | 0 | x
19 | COc1ccc2c3c([nH]c2c1)[C@H](CO)NCC31CCN(C(=O)Nc2ccc(F)cc2)CC1 | x | 17 | x
25 | COc1ccc2c3c(n(C)c2c1)[C@H](CO)N(C)CC31CCN(S(=O)(=O)c2cn(C)cn2)CC1 | x | -12 | x

Continuation:
No. | structure | C diff HTS | Pf Dd2 growth | KDM4C inh
31 | COc1cc(CN2CC3(CN(S(=O)(=O)c4cccs4)C3)c3c(n(C)c4cc(OC)ccc34)[C@H]2CO)cc(OC)c1 | x | 40 | x
32 | COc1ccc2c3c(n(C)c2c1)[C@H](CO)NCC31CN(Cc2cc(F)ccc2F)C1 | x | 23 | x
33 | COc1ccc2c3c(n(C)c2c1)[C@H](CO)N(C)CC31CCN(C(=O)C2CCC2)CC1 | x | 56 | x
34 | C[C@@H]1CCCCO[C@H](CN(C)S(=O)(=O)c2ccccc2)[C@@H](C)CN([C@H](C)CO)C(=O)c2cc(NC(=O)Cc3ccccc3)ccc2O1 | x | 7 | x
35 | COc1ccc2c3c(n(C)c2c1)[C@H](CO)N(CC1CC1)CC31CCN(C(C)=O)CC1 | x | 44 | x
36 | COc1cc(CN2CC3(CCN(C)CC3)c3c([nH]c4cc(OC)ccc34)[C@@H]2CO)cc(OC)c1 | x | 17 | x
37 | COc1ccc2c3c([nH]c2c1)[C@H](CO)NCC31CN(C(=O)c2ccccc2)C1 | x | 11 | x
38 | COc1ccc2c3c([nH]c2c1)[C@@H](CO)N(C(=O)c1ccccc1)CC31CN(S(=O)(=O)c2cccs2)C1 | x | 0 | x
39 | COCC(=O)N1CC2(CCN(Cc3cncnc3)CC2)c2c(n(C)c3cc(OC)ccc23)[C@@H]1CO | x | -56 | x
40 | CCCC(=O)N1CCC2(CC1)CN[C@@H](CO)c1c2c2ccc(OC)cc2n1C | x | 38 | x
41 | COc1ccc2c3c(n(C)c2c1)[C@H](CO)N(C(=O)c1ccccn1)CC31CCN(C)CC1 | x | 11 | x
42 | CCCNC(=O)N1CC2(CCN(C)CC2)c2c(n(C)c3cc(OC)ccc23)[C@@H]1CO | x | 33 | x
43 | CCCC(=O)N1CC2(CCN(C)CC2)c2c(n(C)c3cc(OC)ccc23)[C@H]1CO | x | 31 | x
44 | COc1ccc2c3c([nH]c2c1)[C@H](CO)N(C(=O)Nc1ccc(F)cc1)CC31CCN(Cc2nccs2)CC1 | x | 22 | x
45 | CCCC(=O)N1CCC2(CC1)CN(C(=O)CN1CCOCC1)[C@@H](CO)c1c2c2ccc(OC)cc2n1C | x | 28 | x
46 | COc1cc(CN2CC3(CN(C(C)=O)C3)c3c([nH]c4cc(OC)ccc34)[C@@H]2CO)cc(OC)c1 | x | 16 | x
47 | COc1ccc2c3c(n(C)c2c1)[C@@H](CO)NCC31CCN(S(=O)(=O)c2ccccc2)CC1 | x | 60 | x
48 | CCC(=O)N1CC2(C1)CN(Cc1ccc(OC)cc1)[C@@H](CO)c1[nH]c3cc(OC)ccc3c12 | x | 30 | x
49 | COc1ccc2c3c([nH]c2c1)[C@@H](CO)N(Cc1ccccc1OC)CC31CCN(C)CC1 | x | 35 | x
50 | CCCNC(=O)N1CC2(CN(C(=O)CCC)C2)c2c(n(C)c3cc(OC)ccc23)[C@H]1CO | x | -2 | x
51 | NCCCCCCNC(=O)[C@H]1C[C@H]2C(=O)N[C@@H](Cc3ccccc3)C(=O)N2[C@H]1c1cccc(OCCO)c1 | -2 | x | x
52 | CC(C)(C)[C@H]1C=C(C(=O)Nc2ccccc2)O[C@@H](OCc2ccc(CO)cc2)C1 | 2 | x | x
53 | CC12N=C3SCc4ccccc4CN3[C@H](c3ccccc3O1)[C@H]2CO | 10 | x | x
54 | CC(=O)n1cc([C@@H]2C=C(C(=O)N3CCOCC3)O[C@H](OCCCCO)C2)c2ccccc21 | -11 | x | x
55 | C=CC[C@]1(C(=O)N(C)C)N=C(c2ccc(OCCCO)cc2)O[C@H]1c1ccccc1 | 1 | x | x
56 | C[C@@H]1C=C(C(=O)N2CCOCC2)O[C@H](OCc2ccc(CO)cc2)C1 | -5 | x | x
57 | C[C@]12CCC3C4(C=CC5(C=C4C(=O)C4CCCCC4)C[C@@H](O)CC[C@]35C)C1CC[C@@]2(O)CN1CCC(n2c(=O)[nH]c3ccccc32)CC1 (stereo partly specified) | -13 | x | x
58 | C=CCOC(=O)[C@H]1[C@@H]2C(=O)O[C@@H](c3ccccc3)[C@@H](c3ccccc3)N2[C@@H](c2ccc(OCCOC(=O)[C@@H]3C[C@@H]4C(=O)N[C@@H](Cc5ccccc5)C(=O)N4[C@@H]3c3ccc(O)cc3)cc2)[C@]12C(=O)Nc1ccc(I)cc12 | -3 | x | x
59 | CC(=O)n1cc([C@H]2C=C(C(=O)N3CCCCCCC3)O[C@@H](OCc3ccc(CO)cc3)C2)c2ccccc21 | 1 | x | x

An excerpt of these results, in transposed form.
[12] CO[C@H]1CN(C)C(=O)c2cc(NC(=O)C3CC3)ccc2OC[C@@H](C)N(CC2CC2)C[C@@H]1C
[13] CO[C@@H]1CN(C)C(=O)c2ccc(NC(=O)C3CCCC3)cc2OC[C@H](C)N(C(C)=O)C[C@@H]1C
Compound | 12 | 13
C diff HTS | x | x
Pf Dd2 growth | x | x
KDM4C inh | -0.4 | -1.0

This is a subset (hit frequency here may not be typical).
